Bioassay records deposited in PubChem BioAssay by Sanford-Burnham Center for Chemical Genomics.
H9c2 TAG inh = reduces triacylglycerol accumulation in H9c2 cells | Nile Red lipid (TAG) fluorescence; cells loaded with 200 µM oleic acid | 230,000 tested, 0.66% active | inhibition, % at 12.5 µM;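 active = pattern-corrected inhibition of lipid staining of at least 50% with the nuclear-stain viability signal not falling by more than 50%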;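 note: 0% = DMSO wells and 100% = triacsin C control wells; some results filed as inactive read as strong as hits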
H9c2 TAG inh DAPI viability = further read-out of H9c2 TAG inh, marked with its call; DAPI nuclei signal change (viability), lower = more cytotoxic, %;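 whole-well DAPI fluorescence read on a plate reader as a viability signal; minus 50 percent equals half of cells still viable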
The depositor's hits bear a star. Only part of the results is shown; rates above refer to the full screens.

Every second line gives: H9c2 TAG inh | H9c2 TAG inh DAPI viability
(1) CCOC(=O)C(=O)NNc1ccccc1OC
→ 3 | -11
(2) CC1CCCCN1C(=O)c1ccccc1NC(=O)c1ccco1 (centres undefined)
→ -9 | 2
(3) CCn1nc(C)c(/C=N/NC(=O)Cn2nnc(N)n2)c1C
→ 25 | -17
(4) C=CC[N+]1(CC=C)CCOCC1
→ -5 | -2
(5) CCCCC1=CC2=C(c3ccco3)C(=O)C(C)(OC(=O)c3ccc(OC)cc3)C(=O)C2=CN1CC1CC1 (centres undefined)
→ -3 | -4
(6) O=C(Cn1nnc2ccccc21)c1ccc(Br)cc1
→ -14 | 9
(7) CN(CC(=O)Nc1ccc(Cl)c(C(F)(F)F)c1)C(=O)CCC(=O)c1ccccc1
→ -43 | 4
(8) CN(C(=O)OC(C)(C)C)[C@H](Cc1ccccc1)C(=O)N[C@H]1CCCCNC1=O
→ 10 | -5
(9) Cc1nc(-c2ccc(S(=O)(=O)N3CCCN(CCc4ccccc4)CC3)s2)cs1
→ -4 | 3
(10) CN(C)S(=O)(=O)c1cccc(NC(=O)CSc2nc3c(cc2C#N)C(=O)CC(C)(C)C3)c1
→ 23 | -14
(11) COc1ccc(-c2cc(NC(C)=O)c3ncc(-c4ccccc4)n3c2)c(OC)c1
→ -10 | -9
(12) CCCNC(=O)C1(C)CCCN(Cc2ccccc2F)C1 (centres undefined)
→ -12 | 5
(13) COc1ccc(C(=O)N2CCCC2)cc1S(=O)(=O)N1CCC(C)CC1
→ -6 | 5
(14) C[C@H]1CN([C@@H](C)CO)C(=O)c2cccc(NS(=O)(=O)c3cn(C)cn3)c2O[C@H]1CN(C)S(C)(=O)=O
→ 16 | 0
(15) Cc1ccc(C)c(CNc2ccc(S(=O)(=O)N3CCCCC3)cc2)c1
→ -63 | 2
(16) COC(=O)Cn1cc(C(=O)c2ccco2)c2ccccc21
→ -1 | 2
(17) CCOC(=O)N1CCN(c2ccncc2S(=O)(=O)N2CCCCC2)CC1
→ 12 | -2
(18) CC(C)Cn1c(N2CCN(C(=O)c3cccs3)CC2)nc2ccccc21
→ 14 | -7
(19) NS(=O)(=O)c1ccc(NC(=O)COC(=O)CNC(=O)C23CC4CC(CC(C4)C2)C3)cc1
→ 10 | -4
(20) O=C(NC(=S)Nc1nc2ccc(F)cc2s1)c1ccco1
→ 2 | 2

Look-ups from the list:
Reading of cpd 19 under H9c2 TAG inh DAPI viability: -4
Reading of cpd 14 under H9c2 TAG inh: 16
Reading of cpd 2 under H9c2 TAG inh DAPI viability: 2
Reading of cpd 11 under H9c2 TAG inh DAPI viability: -9

Some of the entries so far, as labelled records.
(1) CCOC(=O)C(=O)NNc1ccccc1OC
  H9c2 TAG inh: 3
  H9c2 TAG inh DAPI viability: -11
(12) CCCNC(=O)C1(C)CCCN(Cc2ccccc2F)C1 (centres undefined)
  H9c2 TAG inh: -12
  H9c2 TAG inh DAPI viability: 5
(10) CN(C)S(=O)(=O)c1cccc(NC(=O)CSc2nc3c(cc2C#N)C(=O)CC(C)(C)C3)c1
  H9c2 TAG inh: 23
  H9c2 TAG inh DAPI viability: -14

The main list resumes, repeating the 6 entries before the break.
Every second line gives: H9c2 TAG inh | H9c2 TAG inh DAPI viability
(15) Cc1ccc(C)c(CNc2ccc(S(=O)(=O)N3CCCCC3)cc2)c1
→ -63 | 2
(16) COC(=O)Cn1cc(C(=O)c2ccco2)c2ccccc21
→ -1 | 2
(17) CCOC(=O)N1CCN(c2ccncc2S(=O)(=O)N2CCCCC2)CC1
→ 12 | -2
(18) CC(C)Cn1c(N2CCN(C(=O)c3cccs3)CC2)nc2ccccc21
→ 14 | -7
(19) NS(=O)(=O)c1ccc(NC(=O)COC(=O)CNC(=O)C23CC4CC(CC(C4)C2)C3)cc1
→ 10 | -4
(20) O=C(NC(=S)Nc1nc2ccc(F)cc2s1)c1ccco1
→ 2 | 2
(21) CCCn1c(N)c(C(=O)CN(C)CC(=O)Nc2ccc(C)cc2)c(=O)[nH]c1=O
→ 20 | 0
(22) Cc1cnc(C)c(N2CCN(Cc3nc(-c4ccc(C)o4)oc3C)CC2)n1
→ 12 | -11
(23) Cc1ccc2nc(N(CCCN(C)C)C(=O)c3cc(-c4cccs4)nc4ccccc34)sc2c1
→ 54* | 8.1*
(24) COc1ccc(N2CC(NC(=O)Nc3ccccc3)CC2=O)cc1 (centres undefined)
→ -3 | 0
(25) O=C(Nc1ccc(Cl)cc1F)c1ccc(COc2c(F)c(F)c(F)c(F)c2F)o1
→ -14 | 10
(26) CSCCC(NC(=O)COc1ccccc1)C(=O)N1CCN(c2cccc(C(F)(F)F)c2)CC1 (centres undefined)
→ -38 | 3
(27) CN(C)S(=O)(=O)c1ccc(C(=O)Nc2ccccc2C(=O)NCCCN2CCOCC2)cc1
→ -6 | 8
(28) Fc1ccccc1/C=C1\CCCC2=C1NC(=S)NC2c1ccccc1F (centres undefined)
→ -14 | 14
(29) Fc1cccc(/C=N/Nc2ccccn2)c1
→ 6 | -6
(30) CCc1nc2c(OCCC3CCCCC3)cccn2c1N(C)C(=O)c1ccc(C)cc1
→ 2 | 11
(31) Cc1cc(C)n2ncc(C(=O)NCCc3ccccc3)c2n1
→ -13 | 5
(32) CS(=O)(=O)c1ccc(C(=O)Nc2cc(-c3ccccc3)nn2-c2ccccc2)cc1
→ 15 | -2
(33) NC(=O)COC(=O)c1ccc(Cl)c(S(=O)(=O)N(Cc2ccccc2)c2ccc(Cl)cc2)c1
→ 10 | 9
(34) CCCc1[nH]nc2c1C1(CCOC1C)C(C#N)=C(N)O2 (centres undefined)
→ -16 | 10
(35) CCCn1c(N)c(C(=O)CSc2nc3ccccc3c(=O)n2Cc2ccccc2)c(=O)[nH]c1=O
→ 2 | -6
(36) CC(C)CCNC(=O)COc1ccc2c(c1)C(=O)CC(C)(C)O2
→ -3 | 16
(37) CCn1cc(CN2CCC(C(=O)Nc3ccc(Oc4ccccc4F)cc3)CC2)c(C)n1
→ -15 | 2
(38) CCCOc1ccc(S(=O)(=O)Nc2ccccn2)c2ccccc12
→ -16 | -6
(39) Cc1cc(C)c2nc(NC(=O)C3CC(=O)N(Cc4ccco4)C3)sc2c1 (centres undefined)
→ 14 | 5
(40) Cc1nn(CC(=O)Nc2ccc3c(c2)CCC3)c(C)c1[N+](=O)[O-]
→ -33 | -2

The closing 2 compounds of the section above are carried over, then new ones follow.
Every second line gives: H9c2 TAG inh | H9c2 TAG inh DAPI viability
(39) Cc1cc(C)c2nc(NC(=O)C3CC(=O)N(Cc4ccco4)C3)sc2c1 (centres undefined)
→ 14 | 5
(40) Cc1nn(CC(=O)Nc2ccc3c(c2)CCC3)c(C)c1[N+](=O)[O-]
→ -33 | -2
(41) S=C(Nc1ccccc1Cl)N(Cc1ccccc1)Cc1ccccn1
→ -5 | 1
(42) O=C(CC1C(=O)NCCN1C(=O)c1ccc(Cl)cc1)Nc1ccc(F)cc1 (centres undefined)
→ 11 | -2
(43) CN(c1ccccc1)c1ccc(/C=C(/CCC(=O)O)c2nc3ccccc3s2)cc1[N+](=O)[O-]
→ -10 | 5
(44) O=C(CCCN1C(=O)c2cccc3cccc(c23)C1=O)N1CCN(Cc2ccc3c(c2)OCO3)CC1
→ 2 | -2
(45) COc1ccc([C@H]2N[C@]3(CCCN(Cc4cccn4C)C3=O)[C@H]3C(=O)N(Cc4ccccc4)C(=O)[C@@H]23)cc1
→ -20 | 6
(46) O=C(Cc1ccsc1-c1ccccc1)NO
→ -7 | -1
(47) O=S(=O)(c1ccc(-c2csc(=Nc3ccccc3)n2CCCN2CCOCC2)cc1)N1CCOCC1
→ 5 | 2
(48) COc1ccc(S(=O)(=O)N(CCCN2CCCC2=O)Cc2cc3c(C)cc(C)cc3[nH]c2=O)cc1
→ -1 | -2
(49) CCN(C(=O)Cn1c(=O)oc2cc(S(=O)(=O)N3CCOCC3)ccc21)c1ccccc1
→ -1 | 4
(50) CC(C)Sc1nc2c(c(=O)n1-c1ccc(F)cc1)SCC2
→ 17 | 12
(51) Cc1ncc(CN2CCN(Cc3ccc(F)cc3)C(CCO)C2)s1 (centres undefined)
→ -17 | 3
(52) CCN1C(=S)SC(=O)C1=C1C=C(C)OC(C)=C1
→ 9 | -15
(53) COCCOC(=O)c1c(C)oc2ccc(OC(=O)c3c(OC)cccc3OC)cc12
→ 1 | 3
(54) NC(=O)CN1CCN(C2CC(=O)N(CCc3ccccc3)C2=O)CC1 (centres undefined)
→ 7 | -3
(55) CCN1CCN(C(=O)c2cc3c(s2)-c2ccccc2S(=O)(=O)C3)CC1
→ -6 | 2
(56) C[C@@H](C(=O)N[C@@H](Cc1c[nH]c2ccccc12)C(=O)O)n1nnc2ccccc2c1=O
→ -2 | -2
(57) CCOc1ccc(CCNC(=O)c2cc(C)nc3ccccc23)cc1OCC
→ 31 | -4
(58) COc1ncnc2c1ncn2CCCNCc1ccco1
→ -10 | 8
(59) N#Cc1c(Nc2ccccc2C(F)(F)F)s[nH]c1=O
→ 0 | -2
(60) O=C(c1ccc(Cl)c(S(=O)(=O)N2CCOCC2)c1)N(c1ccccn1)C1CCCCC1
→ 8 | 8
(61) Cc1ccc(C(C)C)c(OCC(O)CN2CCc3ccccc3C2)c1 (centres undefined)
→ -32 | 0
(62) Cc1cc(=O)n(C(C)Cc2ccccc2)n1C(C)Cc1ccccc1 (centres undefined)
→ -14 | 3
(63) CCN(CC(=O)Nc1ccc(C#N)cc1)CC(=O)Nc1ccc2c(c1)OCCO2
→ 19 | -10
(64) CCOc1ccccc1N1CCN(C(=O)c2c(Cl)cnn2C)CC1
→ 13 | -1
(65) COC(=O)C1=C(C)NC2=C(C(=O)CC(c3cccs3)C2)C1c1ccsc1 (centres undefined)
→ 5 | 5
(66) CCC(C)N(C(=O)COC(=O)c1nc(Cl)ccc1Cl)C1CCS(=O)(=O)C1 (centres undefined)
→ 24 | -27
(67) CCN(CC(=O)Nc1ccc(OC)cc1)CC(=O)Nc1ccc(Br)cc1F
→ -7 | 8
(68) O=C1CC(N2CCSCC2)C(=O)N1c1ccccc1 (centres undefined)
→ 11 | -1
(69) Cc1c(NC(=O)Nc2cc(Cl)ccc2Cl)c(=O)n(-c2ccccc2)n1C
→ -8 | -6
(70) CC1CC(C)(C)NC(=S)N1CC(=O)N1CCN(Cc2ccccc2)CC1 (centres undefined)
→ -9 | 1
(71) Cc1ccc(C)c(Nc2cc(C)nc3ccccc23)c1
→ 11 | -1
(72) O=[N+]([O-])c1cc([N+](=O)[O-])c(Oc2c(F)cc(F)cc2F)cc1NN1CCCCC1
→ -7 | -4
(73) Cn1c(SCC(=O)NC2CCCCC2)nnc1-c1cc2cc(Cl)ccc2o1
→ 41 | -15
(74) Oc1c(N=NC(=S)Nc2ccccc2F)c2ccccc2n1Cc1ccccc1F
→ 24 | -10
(75) Nc1nnnn1CC(=O)N/N=C/c1cccs1
→ 15 | -6
(76) O=C(NNc1ncc(C(F)(F)F)cc1Cl)c1c(Cl)cccc1Cl
→ 15 | -13
(77) Cc1cc(NC(=O)CN2C(=O)C3CC=CCC3C2=O)no1 (centres undefined)
→ 12 | -17
(78) COC(=O)c1cc2c(ccn2C)n1C
→ -2 | 5
(79) CCCCCSc1nnc(N)s1
→ -6 | 2
(80) CCOc1ncccc1C(=O)OCC(=O)Nc1ccc(-c2nc3ccc(C)cc3s2)cc1
→ 3 | 76
(81) CC(C)COC(=O)C(N)C(C(=O)OCC(C)C)c1ccccc1 (centres undefined)
→ -5 | -1
(82) COc1cccc(Cc2n[nH]c(=S)n2Cc2ccco2)c1
→ -8 | 7
(83) COc1ccc(NS(=O)(=O)c2ccc3oc(SC(C)C(N)=O)nc3c2)cc1 (centres undefined)
→ -41 | 5
(84) COCCNC(=O)C1CCCN(C(=O)COc2ccc(Cl)cc2Cl)CC1 (centres undefined)
→ 2 | -1
(85) O=c1[nH]c(=O)n(C(c2ccccc2)(c2ccccc2)c2ccccc2)cc1N(CCO)CCO
→ -21 | 1
(86) COc1cc(/C=C/C(=O)OCC(=O)N2CCC(C)CC2)ccc1O
→ 10 | -4
(87) O=C(NCc1ccc(Cl)cc1)c1ccccc1Oc1ccccc1
→ 9 | -7
(88) COCCN(C(=O)COC(=O)CCCOc1ccc(OC)cc1)c1c(N)n(Cc2ccccc2)c(=O)[nH]c1=O
→ -13 | 3
(89) Cc1ccsc1C(=O)NCC(c1cccs1)N1CCOCC1 (centres undefined)
→ 0 | 1
(90) C#CCOCCOCCOCCNc1nc(N2CCN(C(=O)Cn3cc(CCCCN)nn3)CC2)nc(N2CCN(C(=O)[C@H](CCCCN)n3cc(CCCC)nn3)CC2)n1
→ -33 | 16
(91) COc1cc(CCC(=O)NCC2CCCO2)cc(OC)c1OC (centres undefined)
→ 3 | 1
(92) CC(C)(C)c1ccc(-c2c(C#N)c(N)nc3c2CCCC3)s1
→ 5 | -8
(93) CCC(=O)c1ccc(OCCn2cnc3ccccc32)cc1
→ -20 | 4
(94) Cc1c(Cl)c([N+](=O)[O-])nn1CCCC(=O)Nc1c(C)n(C)n(-c2ccccc2)c1=O
→ -1 | 3
(95) O=C(NC1CCN(Cc2ccccc2)CC1)c1cncc(Br)c1
→ -5 | 4
(96) COc1ccc(/C=C(/NC(=O)c2ccco2)C(=O)N2CCCCC2)cc1
→ -5 | 4
(97) CN1CCN(S(=O)(=O)c2ccc(C(F)(F)F)cc2)C(c2ccccc2)C1 (centres undefined)
→ 6 | -6
(98) Cc1c(-c2ccccc2)nc2ccccc2c1C(=O)Oc1ccc([N+](=O)[O-])cc1
→ -39 | -6
(99) Cc1ccc(OCc2cc(C(=O)N3CCCC3)no2)cn1
→ 13 | -7
(100) O=C(Nc1ccc(C2SCCS2)cc1)c1ccccc1
→ -8 | 5

(next part)
Every second line gives: H9c2 TAG inh | H9c2 TAG inh DAPI viability
(101) Fc1ccc2nc3[nH]c4ccccc4c3nc2c1
→ 35 | -11
(102) COc1ccc(N2C(=O)CCC(C(=O)N3CCOCC3)C2c2ccc(F)cc2)cc1 (centres undefined)
→ -2 | 12
(103) N#C/C(=C/c1cccs1)c1ccccn1
→ -3 | -9
(104) CS(=O)(=O)c1ccc(Cl)c(NC(=O)COC(=O)c2cccc(C#N)c2)c1
→ 12 | -6
